# Screening data from PubChem.
# HIF act – HIF pathway transcriptional activation; activation, % at 7.5 µM (by protocol); U2OS HRE-luciferase reporter, luminescence; normalized: DMSO 0%, desferrioxamine 100%; 300,000 compounds, 0.32% hits;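 active = mean activation of at least 10% of the iron chelator positive control signal, with at least half of replicates also reaching 10%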
# HSF-1 act – increases HSF-1 driven luciferase reporter signal; 300,000 compounds, 1.7% hits; activation, % at 9 µM; AID 504408; NIH3T3-HGL HSF-1 luciferase reporter, MG132, 8 h; 100% = twice DMSO control signal;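 active = mean replicate activation of at least 50% with a set share of replicates each reaching 50%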;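 also: 0% = median of the neutral control wells and 100% = twice that signal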
# HSP90 refold inh – inhibitors of HSP90 luciferase refolding in rabbit reticulocyte lysate. 290,000 compounds, 0.91% hits. AID 1789. luciferase refolding luminescence, 3 h. inhibition, % at 5.6 µM;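 active = inhibition above the screen-wide mean plus 3 SD, computed separately per campaign, cut at about 16% in these data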;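 also: 0% = DMSO wells and 100% = 60 µM geldanamycin wells; inhibitors lower the luminescence because luciferase stays unfolded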
# AI-2 QS mod – modulates the Vibrio harveyi AI-2 quorum sensing system; AID 2094; 300,000 compounds, 0.4% hits; Vibrio harveyi JMH597 AI-2 luminescence/OD600 ratio, 9 h; active compounds read low; strain lacks LuxN and CqsS sensors; 0 = neutral-control median; activity change, % at 7.5 µM; in the data active = activity change below about -75%, passing the limit was not always enough;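 also: luminescence divided by OD600 gain over 9 h not by final OD600 alone; inactives centre near 13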
# KLF5 inhibitor – suppresses KLF5 promoter-driven expression. 290,000 compounds, 0.23% hits. AID 1700. DLD-1 KLF5 promoter-luciferase reporter, luminescence. inhibition, % at 5 µM;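 active = inhibition above a per-plate limit of that plate's mean compound inhibition plus 3 SD, cut at about 60% in these data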;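 also: 0% = DMSO wells and 100% = LY294002 at 200 µM; higher means less KLF5 promoter-driven luciferase light; inactives centre near -14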
# GSK3B inh – inhibitors of human GSK3beta kinase; GST-GSK3beta kinase, ADP-Glo luminescence, 60 min; active compounds read low; activity score (negative = inhibition), % at 10 µM; 300,000 compounds, 0.038% hits; AID 2097;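 active = more than half of replicate wells score below -50%, meaning over 50% inhibition versus plate controls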;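 also: 0% = median DMSO wells and -100% = median GW8510 positive control wells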
# Target sequence (P49841 whole entry, looked up): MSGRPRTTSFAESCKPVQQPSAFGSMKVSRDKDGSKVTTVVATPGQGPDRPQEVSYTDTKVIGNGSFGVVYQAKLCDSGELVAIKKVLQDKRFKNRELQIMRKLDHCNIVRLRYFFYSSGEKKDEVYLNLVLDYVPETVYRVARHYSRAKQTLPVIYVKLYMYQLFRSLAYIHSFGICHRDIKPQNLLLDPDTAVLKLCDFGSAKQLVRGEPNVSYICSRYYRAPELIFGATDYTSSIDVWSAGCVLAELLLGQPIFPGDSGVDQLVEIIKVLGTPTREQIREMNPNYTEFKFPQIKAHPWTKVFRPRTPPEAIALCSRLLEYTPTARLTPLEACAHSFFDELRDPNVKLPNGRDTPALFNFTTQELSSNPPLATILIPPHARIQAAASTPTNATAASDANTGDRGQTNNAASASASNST
#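 Test system: GST-fused GSK3beta enzyme, cell-free | Quantity: 1.6 ng GST-GSK3beta enzyme per well | Reagent: 25 µM ATP with peptide substrate | Schedule: 60 min enzyme reaction, room temperature | Signal: Luminescent ADP-Glo measurement of ADP formed | Read-out basis: Score relative to plate controls | Control set: DMSO and 20 µM GW8510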
# GSK3 alpha inh – blocks human GSK-3 alpha kinase; P49840; inhibition, % at 10 µM; 320,000 compounds, 0.1% hits; ADP-Glo luminescence, 60 min;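 in the data active = inhibition above about 50%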;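 also: GST-tagged GSK-3 alpha with peptide substrate and 25 µM ATP; 0% = DMSO neutral wells and 100% = GW8510 positive control wells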
# Target sequence (P49840 whole entry, looked up): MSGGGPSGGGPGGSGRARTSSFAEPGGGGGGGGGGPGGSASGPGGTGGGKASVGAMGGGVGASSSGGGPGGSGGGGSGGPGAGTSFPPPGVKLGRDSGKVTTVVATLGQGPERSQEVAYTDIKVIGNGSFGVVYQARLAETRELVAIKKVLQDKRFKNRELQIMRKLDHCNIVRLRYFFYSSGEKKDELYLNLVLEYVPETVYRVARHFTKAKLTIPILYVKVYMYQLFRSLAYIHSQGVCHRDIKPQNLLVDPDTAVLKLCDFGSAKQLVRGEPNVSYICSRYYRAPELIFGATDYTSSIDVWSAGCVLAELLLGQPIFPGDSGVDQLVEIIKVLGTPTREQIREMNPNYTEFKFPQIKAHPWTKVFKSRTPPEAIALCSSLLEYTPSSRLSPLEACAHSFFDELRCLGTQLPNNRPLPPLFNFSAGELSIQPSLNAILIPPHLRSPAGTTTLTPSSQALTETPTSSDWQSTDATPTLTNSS
# IEC-6 cytotox – counter-screen for KLF5 inhibitors: cytotoxicity in IEC-6 cells | inhibition, % at 5 µM | AID 1825 | IEC-6 cytotoxicity, luminescence viability | 290,000 compounds, 0.78% hits; in the data active = inhibition above about 22%;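 also: 0% = plate median of test compound wells and 100% = cytotoxic reference compound wells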
# aSyn UTR inh – MLPCN primary screen, SNCA 5' untranslated region; alpha-synuclein 5'UTR reporter, inhibitor activity; AID 1813; 300,000 compounds, 0.82% hits; inhibition, % (tested at 7.5 µM); in the data active = inhibition above about 60%;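 also: H4 neuroglioblastoma cells stably carrying SNCA 5'UTR luciferase fusion; 0% = DMSO wells and 100% = positive control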
# HSF1 inh – HSF1 inhibition. NIH3T3-HGL HSE-luciferase, MG132-induced, luminescence 8 h; active compounds read low. activity change, negative = inhibition, % at 7.5 µM (by protocol). AID 2098. 300,000 compounds, 0.77% hits;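 active = more than half of replicate wells show activity change below -50%, luminescence cut by over half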;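 also: luciferase reports HSF-1 transcriptional activity via heat shock element; 0% = median of DMSO wells and -100% = zero luminescence signal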
# * = called active by the depositor; . = not tested or not shown.
SMILES,HIF act,HSF-1 act,HSP90 refold inh,AI-2 QS mod,KLF5 inhibitor,GSK3B inh,GSK3 alpha inh,IEC-6 cytotox,aSyn UTR inh,HSF1 inh
O=C(N/C(=C/c1cccnc1)C(=O)N1CCOCC1)c1ccccc1Cl,-0.4,14,4,17,-12,4,-1,-4,25,-1
CCC1(C)Cc2c(sc3nc(SCC(=O)c4ccccc4)[nH]c(=O)c23)CO1 (stereo unspecified),-0.4,12,0,12,-23,4,-4,-12,1,4
Cc1ccc(NC(=S)Nc2ccc(S(=O)(=O)Nc3ncccn3)cc2)cc1Cl,0.6,18,1,20,18,1,4,-6,-11,-2
CCn1c(SCC(=O)N2CCOCC2)nc2c([nH]c3ccccc32)c1=O,0.6,22,-3,12,-1,0,1,-1,19,0
CCOCC(=O)Nc1nc2ccc(OCC)cc2s1,3.0,42,0,4,-99,-4,.,-4,-73,26
CCCNS(=O)(=O)c1ccc2c(c1)n(C)c(=O)n2C,0.1,6,6,19,-26,1,0,1,-30,-4
CCOC(=O)c1c(NC(C)=O)sc(/C(C)=N/Nc2ccc(C(=O)O)cc2)c1C,0.8,-20,5,5,-32,3,-1,-17,-18,-17
O=C(CCn1nc(-c2ccccc2)c2ccccc2c1=O)NN1CCOCC1,-0.6,18,-2,18,18,2,-3,-7,-5,0
COc1ccc(N(C(=O)c2ccco2)C(C(=O)NC2CCCC2)c2ccc(C)cc2)c(OC)c1 (stereo unspecified),-0.3,28,5,14,2,-5,.,-2,10,13
Cc1ccc(CSc2nnc(-c3cccnc3)o2)cc1,0.4,6,4,-96*,10,-5,.,3,-21,5
COc1cc(/C=C2/NC(=O)NC2=O)cc(Br)c1OCc1ccc(C(=O)O)cc1,-0.3,4,-3,27,-10,0,13,4,-30,-3
CCc1cc(=O)oc2c(CNCc3ccc(OC)cc3OC)c(O)c(Cl)cc12,-0.1,-3,-3,17,10,-7,-1,-4,-7,4
CCC1CCCCN1C(=O)c1ccccc1OC1CCN(S(C)(=O)=O)CC1 (stereo unspecified),-0.3,4,3,-1,-22,-1,-1,5,5,-9
COC(=O)c1cc2ccsc2n1CC(=O)Nc1cc(Cl)ccc1OC,-0.4,14,0,6,-15,2,-1,-2,43,11
Cc1ccc(NC(=O)CSc2ncnc3ccccc23)cc1S(=O)(=O)N1CCOCC1,0.9,-11,-2,23,-30,1,0,1,-1,-19
CCOC(=O)c1c(C)[nH]c(C)c1S(=O)(=O)NCc1cc(C)ccc1C,-0.5,12,-2,22,1,1,-1,-3,8,5
COc1ccc(N2C(=O)C3C(C2=O)C(C(=O)c2ccc(Cl)cc2)N2CCCC32)cc1 (stereo unspecified),0.0,32,3,-11,20,-1,-2,-2,-23,8
COc1ccc(-c2cc(C)no2)cc1S(=O)(=O)NCCCN1CCN(c2ccccc2)CC1,0.1,8,-4,22,-33,1,1,-10,8,3
Cc1onc(-c2ccccc2)c1C(=O)N(Cc1ccccc1)C(C)C,-1.0,-7,-8,3,-41,-1,1,-3,-14,6
CC(C)COc1ccc(C(=O)N(CC(=O)Nc2ccccc2C(F)(F)F)Cc2ccco2)cc1,-0.6,10,.,-11,.,-5,-4,.,-13,0
CCN1CCN(c2sc(S(C)(=O)=O)nc2S(=O)(=O)c2ccc(C)cc2)CC1,0.4,9,-1,37,-25,-1,0,-5,1,9
C=CCn1c(=O)c2ccccc2n2c(SCC(=O)NCC)nnc12,2.5,-6,-1,14,-18,1,2,-3,4,-3
N=c1sccn1CC(=O)Nc1cc(S(=O)(=O)N2CCCC2)ccc1Cl,-0.7,14,-1,25,-6,2,-1,-1,-16,-7
Cc1nc(CCNC(=O)c2cc(COc3ccc(F)cc3Cl)on2)sc1C,-0.1,12,-2,9,-3,-5,-3,-11,11,15
O=C(CN1CCOCC1)N1CCN(S(=O)(=O)c2ccccc2)C1c1ccccc1 (stereo unspecified),0.8,17,2,21,-8,0,0,2,21,0
O=C1C(=O)N(Cc2ccncc2)C(c2cccc(O)c2)/C1=C(\O)c1ccc2c(c1)OCCO2 (stereo unspecified),0.8,8,-1,8,0,0,-3,-3,-8,-4
NS(=O)(=O)c1ccc(F)c(C(=O)O)c1,-0.3,-1,0,6,-36,0,3,2,-8,-6
CCC(C)NC(=O)Nc1ccc(C)cc1C (stereo unspecified),-0.5,2,-2,11,-7,-6,0,0,3,-7
COc1ccc(C(=O)Nc2sc3c(c2C(=O)NCc2ccco2)CCCC3)cc1OC,-1.4,-2,2,15,-19,1,1,-1,1,5
CCC(CC)COC(=O)C(C#N)c1nc2ccccc2nc1N1CCN(CC)CC1 (stereo unspecified),-1.1,19,0,-2,-32,-3,2,-3,1,-4

# 3 of the entries above in order of the HSF-1 act value, smallest number first.
mol,HSF-1 act,HSP90 refold inh,AI-2 QS mod,KLF5 inhibitor,GSK3B inh,GSK3 alpha inh,aSyn UTR inh,HSF1 inh
NS(=O)(=O)c1ccc(F)c(C(=O)O)c1,-1,0,6,-36,0,3,-8,-6
CCn1c(SCC(=O)N2CCOCC2)nc2c([nH]c3ccccc32)c1=O,22,-3,12,-1,0,1,19,0
COc1ccc(N(C(=O)c2ccco2)C(C(=O)NC2CCCC2)c2ccc(C)cc2)c(OC)c1 (stereo unspecified),28,5,14,2,-5,.,10,13

# (more compounds)
SMILES,HIF act,HSF-1 act,HSP90 refold inh,AI-2 QS mod,KLF5 inhibitor,GSK3B inh,GSK3 alpha inh,IEC-6 cytotox,aSyn UTR inh,HSF1 inh
O=C(Nc1ccccc1)N1CCn2c(nc3ccccc32)C1,0.3,3,-2,50,-3,-1,-2,-5,27,4
CC(=O)Nc1nc(-c2cc([N+](=O)[O-])cs2)cs1,.,.,-4,10,-1,-2,-1,0,.,.
O=C(C1CC(=O)N(c2ccc(Cl)cc2)C1)N1CCC(c2nc3ccccc3[nH]2)CC1 (stereo unspecified),0.1,3,.,11,.,0,.,.,28,-8
COc1ccc(CC(=O)Nc2ccc(N(C)C)c3ccccc23)cc1,0.4,-31,-4,0,-13,1,-6,1,12,-15
COc1cc(OC)cc(C(=O)Nc2nnc(Cc3ccc(OC)c(OC)c3)s2)c1,0.6,2,-1,24,-33,-6,0,6,10,-1
Cc1[nH]c(=O)[nH]c(=O)c1S(=O)(=O)N1CCN(c2ccccc2F)CC1,0.3,-8,-3,2,-27,-1,-6,-1,-16,9
CNC(=O)c1cc(C(=O)c2c(Cl)cccc2Cl)c[nH]1,-0.1,-5,4,21,-26,2,-7,0,12,5
O=C(Cn1cnc([N+](=O)[O-])c1)Nc1ccc(F)c(Cl)c1,-0.5,7,2,13,-16,0,.,8,19,5
CCC(NC(=O)C1CCCC1)c1ccc(C)cc1 (stereo unspecified),1.1,8,-4,10,-4,1,1,-6,1,-4
COc1cc(/C=N/NC(=O)c2cc(C3CC3)[nH]n2)cc(OC)c1OC,-0.2,-2,-3,20,-39,-2,0,1,28,2
COc1cc(/C=C2\SC(=Nc3cccnc3)NC2=O)cc(OC)c1OC,-0.1,-6,-2,25,3,0,-2,-6,4,-12
COc1cccc(CC(=O)Nn2c(C)nc3ccccc3c2=O)c1,.,-1,3,22,-7,0,-3,3,25,-9
COc1ccc(OC)c(NC(=O)C(CC(=O)O)NCc2ccco2)c1 (stereo unspecified),-1.3,11,0,28,-40,2,-2,-2,-1,9
Cc1cc(C)n(CC(O)COc2ccccc2)n1 (stereo unspecified),-0.1,8,7,14,-38,3,-5,5,12,4
Cc1cccc(OCC(=O)Nc2ccccc2C(F)(F)F)c1,1.1,15,0,31,-50,1,-1,4,-53,10
CCOC(=O)c1c(-c2ccccc2)csc1NC(=O)c1cc(-c2ccccc2OC)on1,0.1,-3,.,22,.,1,-1,.,7,-7
O=C(CCC(=O)N1CCN(S(=O)(=O)c2ccc(Cl)cc2)CC1)Nc1ccc2ccccc2c1,0.6,9,1,-2,-30,2,-3,-1,-31,1
CCN1C(=O)[C@@H]2[C@@H](c3ccc(-c4ccc(OC)cc4)cc3)N3CCCC[C@@]3(C(=O)OC)[C@@H]2C1=O,0.0,11,.,23,.,0,1,.,14,-1
CCc1nnc(NC(=O)CN2CCN(CC)CC2)s1,-0.9,-5,4,5,-14,0,-2,1,5,3
CC(=O)Nc1ccc(S(=O)(=O)C(C#N)c2nc3ccccc3nc2NCCO)cc1 (stereo unspecified),0.3,9,4,11,3,3,2,-4,5,6
CCn1c(SCc2ccc([N+](=O)[O-])cc2)nnc1C(C)NC(=O)c1ccc(C)cc1 (stereo unspecified),0.3,17,-3,23,-14,-2,-4,0,4,15
COc1ccc(Cn2c(-c3ccc(OC)c(O)c3)nc3ccccc32)cc1O,1.8,50,-4,9,4,-3,2,-5,-14,35
Cc1ccc(S(=O)(=O)Oc2ccc(/C=C(/NC(=O)c3ccccc3)C(=O)NCC(=O)O)cc2)cc1,-0.3,-4,5,20,0,2,-2,9,-9,2
CC(C)(C)n1nc2c(c1NC(=O)c1ccccc1F)CS(=O)C2 (stereo unspecified),-0.6,14,1,-1,-8,3,-2,0,-8,3
COc1ccc(NC(=O)NNC(=O)CCc2ccc(O)c(O)c2)cc1OC,0.1,-8,3,8,-7,1,-1,6,-3,-1
CCOc1ccccc1NC(=O)NC1(C(=O)NCC2CCCO2)CCCCC1 (stereo unspecified),-1.2,9,-3,.,10,.,-4,-1,-11,-1
O=C(Nc1ccc(Cl)cn1)C1COc2ccccc2O1 (stereo unspecified),2.6,33,-2,21,-21,-23,12,2,-137,14
CC1Oc2ccccc2C=C1/C=C1/SC(N2CCOCC2)=NC1=O (stereo unspecified),2.3,-11,1,23,-7,1,1,0,-108,4
O=C(COC(=O)c1ccc(Cl)s1)c1ccc[nH]1,-29,40,3,-18,2,-4,-2,-1,6,11
CCCCN1CN(S(=O)(=O)c2ccc(OC)cc2)c2nc3ccccc3nc21,-0.6,-12,-2,24,10,15,3,2,0,5
CCCCCCCCCSc1n[nH]c(N)n1,-0.1,10,-2,-43,-26,2,0,12,21,-5
CCOc1ccc(OCC)c2sc(C)nc12,-0.1,-1,3,9,-20,1,-1,-7,19,1
COC(=O)c1ccc(Sc2ccccc2NS(=O)(=O)c2ccc(C)cc2)nc1,-0.6,-4,1,-21,14,2,-2,2,-19,-8
Cc1ccc(COc2ccccc2-c2cc(C(=O)N/N=C/c3cccnc3)[nH]n2)cc1,1.0,-34,6,24,11,1,2,16,-77,-22
CS(=O)(=O)n1nc(OC(=O)c2cccs2)cc1N,-1.4,5,-1,10,-25,-2,-2,-4,18,-1
Cc1ccc(N2CC(C(=O)NCCN3CCOCC3)CC2=O)cc1C (stereo unspecified),0.0,-8,2,10,-7,-2,-1,2,7,-5
CC(C)n1cc(/C=C(\C#N)S(=O)(=O)c2ccccc2)c2ccccc21,0.0,13,2,14,-11,0,0,-9,9,-3
Clc1cc(Br)ccc1OCCN1CCOCC1,-0.1,-6,-4,23,-15,-2,-2,-2,-24,-2
Cc1cc2cc(CNC(=O)c3cccc([N+](=O)[O-])c3)ccc2n1C,-0.2,-8,4,21,-9,-3,0,-2,9,1
